# ER stress surv = ER stress cell death inhibition. CSM14.1 thapsigargin ER stress survival, ATP luminescence. relative survival (cellular ATP), % at 15 µg/mL (by protocol). 0.33% of 48,000 active;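 active means survival measured by cellular ATP above 50% at 15 µg/ml in the first screen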;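 further: cell death triggered by about 15 µM thapsigargin; ATP read 24 h after thapsigargin was added; plate controls were thapsigargin with DMSO for no effect and DMSO without thapsigargin for full effect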
# * marks the source's active call; other numbers are inactive results.
# The opening three entries (preview)
SMILES | ER stress surv
O=C(/C=C/c1ccc(-c2ccc([N+](=O)[O-])cc2)o1)c1cc2ccccc2o1 | 0
COc1c(Cl)cc(Cl)cc1C1NC(=S)NC(C)=C1C(=O)Nc1ccccc1 (stereo not drawn) | 0
COc1ccc(CCNC(=O)c2ccc3c(c2)OCO3)cc1OC | 7

# The whole of this part, from the start:
SMILES | ER stress surv
O=C(/C=C/c1ccc(-c2ccc([N+](=O)[O-])cc2)o1)c1cc2ccccc2o1 | 0
COc1c(Cl)cc(Cl)cc1C1NC(=S)NC(C)=C1C(=O)Nc1ccccc1 (stereo not drawn) | 0
COc1ccc(CCNC(=O)c2ccc3c(c2)OCO3)cc1OC | 7
O=C1C(=O)N(c2nc3ccccc3s2)C(c2ccc3c(c2)OCO3)/C1=C(/O)c1ccccc1 (stereo not drawn) | 8
O=[N+]([O-])c1ccc(Cl)cc1NCCNS(=O)(=O)c1ccc2ccccc2c1 | 0
COc1ccc(C2CC(c3ccccc3)=Nc3ccccc3S2)cc1OC (stereo not drawn) | 1
O=C(CSc1nnc2c(n1)[nH]c1ccccc12)Nc1cccc2ccccc12 | 1
COC(C)(C)C(=O)C(C(=O)c1ccccc1)/C(=C/C(=O)c1ccccc1)C(C)(C)OC (stereo not drawn) | 2
CCOC(=O)c1cnn2c(C(F)(F)F)cc(-c3ccc(OC)c(OC)c3)nc12 | 17
Oc1ccccc1/C=N/Nc1nnc2c(n1)[nH]c1ccc(Br)cc12 | -2
COc1ccccc1N1CCN(S(=O)(=O)c2c(C)cc(C)cc2C)CC1 | 18
CCCCNc1ccc2c3c(cc(=O)n2C)-c2ccccc2C(=O)c13 | -2
COc1ccc(-n2c(O)c(C=NCc3ccc(F)cc3)c(=O)[nH]c2=O)cc1 | 20
CS(=O)(=O)N(CC(=O)Nc1ccc(Oc2ccccc2)cc1)c1cccc(Cl)c1 | -1
CC(=O)Nc1ccc(S(=O)(=O)NCCSc2ccc(C)cc2)cc1 | 2
COc1ccc(S(=O)(=O)N2CCN(C(=O)c3ccc(-c4ccccc4)cc3)CC2)cc1 | 2
COc1cc(C=C2C(=O)NC(=S)NC2=O)cc(Cl)c1OCCOc1ccccc1C | 1
CCOC(=O)CCNC(=O)CCNC(=O)C(c1ccccc1)c1ccccc1 | 3
O=C(Nc1cc(Cl)cc(Cl)c1)C1COc2ccccc2O1 (stereo not drawn) | 1
COCCNC(=O)c1cccc([N+](=O)[O-])c1C | 2

# Continuation:
SMILES | ER stress surv
CCOC(=O)CNC(=O)C(CC)CC | 8
CS(=O)(=O)N(CC(=O)O)c1ccccc1Br | 3
C=CCNC(=O)CN(c1ccc(OC)c(Cl)c1)S(C)(=O)=O | 4
COc1ccc(S(=O)(=O)N(Cc2ccccc2)c2ccccc2C(=O)O)cc1 | 8
C#Cc1cccc(NC(=O)c2cc(C(=O)Nc3cccc(C#C)c3)cc(N3C(=O)c4ccccc4C3=O)c2)c1 | -2
CCCNC(=S)Nc1c(C)n(C)n(-c2ccccc2)c1=O | 8
CC(=O)CCc1oc2c(Br)cc(Br)cc2c1-c1ccc(C)o1 | 6
O=c1/c(=C/c2ccc(OCCOc3ccc(Br)cc3)cc2)sc2nc3ccccc3n12 | 8
COc1cc(/C=C2\SC(N)=NC2=O)cc(Br)c1OCc1cccc2ccccc12 | 9
NC1=NC(=O)/C(=C\c2ccc(-c3ccc([N+](=O)[O-])cc3)o2)S1 | -2
COc1cccc(C2C(C(=O)Nc3ccccc3)=C(C)N=c3s/c(=C\c4ccc5c(c4)OCO5)c(=O)n32)c1 (stereo not drawn) | 6
CC(=O)N1c2ccc3ccccc3c2C2C=CCC2C1c1ccc(F)cc1 (stereo not drawn) | -3
CSc1ccc(Cl)c(C(=O)NCC(C)c2ccccc2)c1 (stereo not drawn) | 4
CCCc1nc(-c2cc(OC)c(OC)c(OC)c2)no1 | 21
COc1ccc(N2C(=O)NC(=O)/C(=C/c3ccc(Sc4ccc(C)cc4)o3)C2=O)cc1 | 1
CCOc1ccc(/C=C2/SC(=O)N(CNc3ccc(Br)cc3)C2=O)cc1 | 5
COc1ccc(C2=NN(c3nc(-c4ccc(F)cc4)cs3)C(c3ccc(OC)cc3)C2)cc1 (stereo not drawn) | 20
CCn1c(C)nc2cc(S(=O)(=O)N3CCCC3)ccc21 | 5
Cc1cccc(N2C(=O)Cn3c2nc2c3c(=O)n(C)c(=O)n2C)c1 | 1
Cc1ccc(-c2csc(NC(=O)C3C4CCC(C4)C3C(=O)O)n2)cc1 (stereo not drawn) | 2

# Carrying on.
SMILES | ER stress surv
C=CCNC(=O)CN(c1ccc(Br)cc1)S(C)(=O)=O | 10
CCN(CC)c1ccc(/C=C2\SC(=S)N(Cc3ccco3)C2=O)cc1 | 1
Cc1[nH]n(-c2ccccc2)c(=O)c1/C=N/N(C)C | 1
Cc1ccc(-c2nc3ncccc3o2)cc1NC(=O)c1ccc(Br)o1 | 11
C=C(C)Cn1c(-c2ccc(Br)cc2)n[nH]c1=S | -2
CCOC(=O)C1CCN(C(=O)c2ccc(C#CC(C)(C)O)cc2)CC1 | 1
COc1cc(OC)c(C2Nc3ccccc3NC3=C2C(=O)CC(C)(C)C3)cc1OC (stereo not drawn) | 0
NC(=O)C1CCN(C(=O)COc2ccccc2Cl)CC1 | 4
Cc1cc(Cl)ccc1OC(=O)COc1ccc([N+](=O)[O-])cc1 | 4
Nc1[nH]n(-c2ccccc2)c(=O)c1N=Nc1ccc2[nH]c(=O)[nH]c2c1 | 8
COc1cccc(N2C(=O)C(=O)/C(=C(\O)c3ccccc3)C2c2cccc([N+](=O)[O-])c2)c1 (stereo not drawn) | 9
Cc1cccc(N=C2NC(=O)/C(=C\c3ccc(Br)cc3)S2)c1C | 6
C=CCN(CC=C)C(=O)CCc1ccccc1 | 12
CCOC(=O)c1c(NC(=S)Nc2ccc(OC)cc2)sc2c1CCCCC2 | 3
CCOC(=O)/C=C(\C)CC/C=C(/C)CC | 2
COc1cccc(-c2nc3cc(NC(=O)c4cccc(Cl)c4Cl)ccc3o2)c1 | 2
O=C1c2ccc3c4c(ccc(c24)C(=O)N1CCc1ccc(Cl)cc1)CC3 | -2
Cc1cc2c(cc1C)NC(c1coc3ccccc3c1=O)C1=C(CC(C)(C)CC1=O)N2 (stereo not drawn) | 2
CC1=CCC(CN(CCCN(C)C)CC2CC=C(C)CC2)CC1 (stereo not drawn) | -2
C=CCSc1nc2sc3c(c2c(=O)[nH]1)CCC3 | -5

# Next part.
SMILES | ER stress surv
CCc1ccccc1NC(=O)C1(c2ccccc2)CC1(Cl)Cl (stereo not drawn) | 8
CCC1=NN(C(=O)c2cccnc2)C(O)(c2ccccc2)C1 (stereo not drawn) | 1
CC(C)c1ccc(NC(=O)C2COc3ccccc3O2)cc1 (stereo not drawn) | 16
COc1ccc(S(=O)(=O)Nc2ccc([N+](=O)[O-])cc2C)cc1 | 15
Cc1n[nH]c(C)c1CCC(=O)N/N=C/c1ccc(O)cc1 | 10
COc1ccccc1OCC(=O)Nc1ccc(C(=O)O)cc1 | 2
O=C1C=C(c2cccs2)CC(c2ccccc2)C1n1nnc([N+](=O)[O-])n1 (stereo not drawn) | 2
O=C1NC(=S)S/C1=C/c1cc(I)c(O)c(I)c1 | 4
O=C(Nc1ccc(N2CCCCC2)cc1)c1ccc([N+](=O)[O-])cc1 | 1
CC1=C(C(=O)Nc2ccc(C)cc2)C(c2ccccc2F)NC(=O)N1 (stereo not drawn) | 2
NC1=NC(=O)/C(=C/c2ccc(OC(=O)c3ccccc3Br)cc2)S1 | -2
O=S(=O)(c1ccc(Cl)cc1)N1CCNCC1 | 6
COc1cc2c(cc1NC(=O)c1c(-c3ccccc3)noc1C)oc1ccccc12 | 10
CC(C)OC(=O)c1ccc(NC(=O)COc2cccc(Cl)c2)cc1 | 6
C/C(=N\NC(=O)c1cc(-c2cccc([N+](=O)[O-])c2)n[nH]1)c1ccccc1O | 10
COC(=O)c1c(C)oc2cc(Br)c(OCc3ccccc3)cc12 | 0
COc1ccc(NC(=O)CC(c2ccccc2)c2ccccc2)cc1 | 8
COc1cc(-c2cc(C(F)(F)F)n3ncc(C(=O)NCc4cccnc4)c3n2)cc(OC)c1OC | 12
Cc1ccc(N2C(=O)c3cccc4c(C(=O)O)ccc(c34)C2=O)cc1 | 7
CN(C)c1ccc(NC(=O)N2CCOCC2)cc1 | -1

# Exported with each value named: part of the list above
> CN(C)c1ccc(NC(=O)N2CCOCC2)cc1
  ER stress surv: -1
> NC1=NC(=O)/C(=C/c2ccc(OC(=O)c3ccccc3Br)cc2)S1
  ER stress surv: -2
> CC(C)c1ccc(NC(=O)C2COc3ccccc3O2)cc1 (stereo not drawn)
  ER stress surv: 16
> CCc1ccccc1NC(=O)C1(c2ccccc2)CC1(Cl)Cl (stereo not drawn)
  ER stress surv: 8

# Following part.
SMILES | ER stress surv
Cc1cc(/C=C2/SC(=O)NC2=O)c(C)n1-c1cccnc1 | -7
CC(C)COc1ccc(C(=O)N2CCCCCC2)cc1 | 4
Cc1ccsc1/C=c1\sc2nc3ccccc3n2c1=O | 5
CC1=C(C(=O)OCCc2ccccc2)C(c2cccc(Cl)c2)CC(=O)N1 (stereo not drawn) | 0
COCCNC(=O)c1nn2c(C(F)(F)F)cc(-c3cccs3)nc2c1Cl | 14
CCOc1cc(C=C2C(=O)c3ccccc3C2=O)ccc1OCc1ccc(Cl)cc1Cl | 11
O=C(CSc1nc2ccc(N3C(=O)c4ccccc4C3=O)cc2s1)Nc1ccc(F)cc1 | 9
CCCCn1c(/N=C/c2ccc(OC)c3cccc(OC)c23)nc2ccccc21 | 4
CC(C)N=C(NS(=O)(=O)c1ccccc1)c1ccccc1 | -4
COc1ccc(CNCc2ccc(F)cc2)cc1OC | -10
COC(=O)CSc1nnc(-c2ccccc2)c(-c2ccccc2)n1 | 11
OCCNCC(O)Cn1c2ccc(I)cc2c2cc(I)ccc21 (stereo not drawn) | -8
Cc1ccc(Cl)c(OCCN2CCOCC2)c1 | -2
COc1nccnc1NS(=O)(=O)c1ccc(NC(=O)c2ccc(C(C)=O)cc2)cc1 | 10
NC(=O)c1c(NC(=O)CCCC(=O)O)sc2c1CCCCC2 | 16
COc1ccccc1C(=O)N1CCN(Cc2ccccc2F)CC1 | 1
Cc1cc(=O)oc2c(C)c(O)c(C(=O)c3ccccc3)cc12 | 0
CC(=O)NC1=NC(=O)/C(=C\c2ccc(C)o2)S1 | 0
O=C(Nc1ccc(Cl)cn1)c1ccc(I)cc1 | -2
CCc1cc(=O)oc2cc(OCC(N)=O)ccc12 | 10

# Continuation.
SMILES,ER stress surv
COc1ccc(C(=O)N2CCN(Cc3ccccc3C)CC2)cc1OC,5
O=C1N=C(N2CCOCC2)S/C1=C/c1ccco1,-9
CCCc1ncc(C(O)c2cccc(OC)c2OC)n1C (stereo not drawn),1
COc1ccc(NC(=O)c2cc3ccccc3o2)cc1OC,0
CCOc1cc(/C=C2/SC(=S)NC2=O)ccc1OC(=O)c1ccco1,15
CC(C)(C)c1ccc(C(=O)Nc2ccc(Br)cn2)cc1,10
NC1=NC(=O)/C(=C\c2cccc(OCc3ccccc3)c2)S1,8
C/C(=N\NC(=O)c1n[nH]c2c1CCCC2)c1ccc([N+](=O)[O-])cc1,2
CCOC(=O)C1=C(O)/C(=C/c2ccccc2)SC1=Nc1ccc(OC)cc1,6
CCCOC(=O)c1ccc(NC(=O)c2cccc([N+](=O)[O-])c2C)cc1,5

# As a short view, 5 of the compounds above:
SMILES,ER stress surv
CC(C)(C)c1ccc(C(=O)Nc2ccc(Br)cn2)cc1,10
NC1=NC(=O)/C(=C\c2cccc(OCc3ccccc3)c2)S1,8
C/C(=N\NC(=O)c1n[nH]c2c1CCCC2)c1ccc([N+](=O)[O-])cc1,2
CCOC(=O)C1=C(O)/C(=C/c2ccccc2)SC1=Nc1ccc(OC)cc1,6
CCCOC(=O)c1ccc(NC(=O)c2cccc([N+](=O)[O-])c2C)cc1,5

# The listing continues:
SMILES,ER stress surv
C=CCC1(N(C(C)=O)c2ccccc2C)CCCCC1,0
O=C(N/N=C/c1ccc(-c2cc(C(F)(F)F)ccc2Cl)o1)c1ccncc1,20
COc1ccc(OCCn2c(=O)c3cc4c(=O)n(CCOc5ccc(OC)cc5)c(=O)c4cc3c2=O)cc1,0
O=C1N=C(N2CCCCC2)S/C1=C\c1ccc(F)cc1,0
c1ccc2c(c1)ncn2CCOCCOCCn1cnc2ccccc21,-1
Oc1c(Cl)cc(Cl)cc1/C=N/Nc1nnc(-c2ccccc2)c(-c2ccccc2)n1,4
CCc1nnc(NC(=O)c2ccc(Br)o2)s1,1
O=C1C(=O)N(CC2CCCO2)C(c2cccc([N+](=O)[O-])c2)/C1=C(/O)c1ccccc1 (stereo not drawn),1
Cc1ccc(Cc2cnc(NC(=O)c3ccc(Cl)cc3)s2)cc1,-3
COc1ccc(CC(=O)NCC2(c3ccccc3)CCCC2)cc1OC,6

# New compounds follow:
SMILES,ER stress surv
O=C(O)COc1ccc(N2C(=O)C=CC2=O)cc1,11
Cc1cc(C)n(C(=O)c2ccc(C(C)(C)C)cc2)n1,8
O=C(N/N=C/c1ccc([N+](=O)[O-])cc1)c1cc(-c2ccc(Cl)cc2)n[nH]1,10
Cc1ccc(C2=Nc3ccccc3Nc3c2cc([N+](=O)[O-])cc3[N+](=O)[O-])cc1,8
Cn1ccnc1SCC(=O)n1c2c(c3ccccc31)CCCC2,7
CCN(CC)S(=O)(=O)c1cc(C(=O)NC2CCCCC2)ccc1Cl,2
Clc1ccc(Cc2nc(-c3ccncc3)no2)cc1,8
CS(=O)(=O)N1CCN(Cc2ccccc2Cl)CC1,-3
CCN1C(=O)/C(=C\c2cn(Cc3ccccc3Cl)c3ccccc23)SC1=S,9
CCc1c(C)c(C#N)c2nc3ccccc3n2c1N1CCN(C2=NCC(C)(C)S2)CC1,1

# The listing continues:
SMILES,ER stress surv
COc1ccc(OCC(=O)Nc2ccc3oc(-c4ccccc4F)nc3c2)cc1,8
CN(C)CCOC(=O)C12CC3CC(C1)CC(C(=O)OCCN(C)C)(C3)C2,-1
CCc1ccc(NC(=O)CN(c2cccc(Cl)c2)S(=O)(=O)c2ccccc2)cc1,6
CCc1ccc2oc(-c3cccc(NC(=O)c4ccccc4I)c3)nc2c1,6
O=[N+]([O-])c1cc(Cl)ccc1N1CCN(S(=O)(=O)c2ccc(Cl)cc2)CC1,0
Cc1c(OCC(=O)C(C)(C)C)ccc2c(-c3ccccc3)cc(=O)oc12,2
O=C(Cn1cc(C=C2C(=O)NC(=S)NC2=O)c2ccccc21)Nc1ccccc1,4

# Bioassay records (PubChem BioAssay)

# Only part of the results is shown; count on the stated rates, not on these rows.
